TEAD-YAP inh – TEAD-YAP interaction inhibition, primary screen, TEAD-YAP interaction inhibitor project, luminescence, HEK-TIYL cells. inhibition, % at 9.12 µM. TEAD-Gal4/YAP UAS-luciferase luminescence. 640,000 tested, 1.4% active; in the data active means inhibition above about 32%;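 further: 0% = median of test compound wells and 100% = reference inhibitor wells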
MITF primary – MITF inhibitors, primary screen, biochemical, AlphaScreen, human; Microphthalmia-associated transcription factor (Homo sapiens), O75030; AlphaScreen MITF homodimerization, bead proximity signal; inhibition, % at 2.6 µM; 650,000 tested, 0.91% active; AID 1259374, 2018; in the data active means inhibition above about 50%;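 further: 0% = vehicle wells with protein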
GPR151 ag – activators of human GPR151, primary screen, cell-based, PathHunter beta-arrestin, luminescence | G-protein coupled receptor 151 (Homo sapiens), Q8TDV0 | PathHunter beta-arrestin GPR151 cells | activation, % at 11.2 µM | 650,000 tested, 1% active; in the data active means activation above about 4.9%;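 further: 0% = median of compound wells and 100% = cells with positive control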
FBW7 activator – FBW7 E3 ligase activators, primary screen, biochemical, AlphaScreen, human | 650,000 tested, 0.13% active | normalized activity (activation), % at 26.1 µM | F-box/WD repeat-containing protein 7 (Homo sapiens), Q969H0 | AlphaScreen FBW7–phospho-cyclin E peptide binding, activator screen; in the data active means normalized activity above about 1.9%;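 further: purified mutant Fbw7 with reduced substrate affinity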
Target sequence (Q969H0 whole entry, looked up): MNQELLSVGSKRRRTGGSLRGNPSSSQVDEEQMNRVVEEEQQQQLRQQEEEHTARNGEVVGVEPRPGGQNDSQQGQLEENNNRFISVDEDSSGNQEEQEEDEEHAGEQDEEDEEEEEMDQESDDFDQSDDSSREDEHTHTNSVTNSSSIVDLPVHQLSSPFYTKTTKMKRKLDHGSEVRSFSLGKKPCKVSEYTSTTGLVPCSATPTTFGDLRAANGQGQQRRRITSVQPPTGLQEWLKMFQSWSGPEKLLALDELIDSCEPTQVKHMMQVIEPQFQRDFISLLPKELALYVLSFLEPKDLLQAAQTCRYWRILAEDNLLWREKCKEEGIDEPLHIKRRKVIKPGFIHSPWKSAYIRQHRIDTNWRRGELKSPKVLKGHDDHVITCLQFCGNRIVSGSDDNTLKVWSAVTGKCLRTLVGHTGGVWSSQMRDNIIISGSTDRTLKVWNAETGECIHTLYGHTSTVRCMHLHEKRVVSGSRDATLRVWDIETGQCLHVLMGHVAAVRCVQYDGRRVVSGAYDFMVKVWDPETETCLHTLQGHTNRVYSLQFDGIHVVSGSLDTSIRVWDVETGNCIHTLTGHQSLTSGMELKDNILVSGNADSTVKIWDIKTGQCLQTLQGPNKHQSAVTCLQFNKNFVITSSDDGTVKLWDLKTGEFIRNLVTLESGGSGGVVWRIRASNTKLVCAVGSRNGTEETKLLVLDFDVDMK
* = called active by the depositor; . = no result given.

entry | Molecule | MITF primary | GPR151 ag
1 | CN(C)C(=O)/C(=C/C=C/c1ccccc1)NC(=O)c1ccccc1 | 9 | -0.4
2 | COc1cc(Cl)c(C)cc1NC(=O)CN1C(=O)NC(CC(C)C)C1=O (centres undefined) | 0 | 0.3
3 | CCOC(=O)C1CCCN(c2c(NCc3ccco3)c(=O)c2=O)C1 (centres undefined) | 21 | 0.2
4 | CCOC(=O)C1(CCOc2ccccc2)CCN(C(=O)NC2CCS(=O)(=O)C2)CC1 (centres undefined) | -3 | 0.2
5 | CCN1CCN(CC(O)COCc2cc(OC)c(OC)c(OC)c2)CC1 (centres undefined) | 16 | 0.5
6 | CCCCCOc1ccccc1C(=O)NCCC(=O)NN | 2 | -0.2
7 | O=C(Cn1ncc2ccccc2c1=O)N1CCCC1c1nc2ccccc2[nH]1 (centres undefined) | -23 | 0.8
8 | Cc1cc(C(=O)N2CCC(n3nccc3NC(=O)CCOc3ccccc3)CC2)no1 | -12 | -0.7
9 | Cc1ccc(-c2ccc(Nc3ncc4ccc(-c5cnn(C)c5)c(Cl)c4n3)cc2)cn1 | 15 | 1.2
10 | Cc1ncc2c(c1CNS(C)(=O)=O)CCN(C(=O)c1csc3c1CCCC3)C2 | 7 | -0.4
11 | CC(=O)c1ccc(N2CCN(S(=O)(=O)c3c(C)[nH]c(=O)[nH]c3=O)CC2)cc1 | 0 | 0.1
12 | CC(C)c1cc(C(=O)NCc2ccco2)no1 | 13 | -0.5
13 | O=C(N1CCN(CCO)CC1)N1c2ccccc2CCc2ccccc21 | -9 | 1.8
14 | Cn1cc(Br)c(C(=O)NN2C(=O)C3C(C2=O)C2C=CC3C23CC3)n1 (centres undefined) | -11 | 0.0
15 | Cc1nc(N2CCCCC2)c2c(C)c(C(=O)Nc3ccc(Cl)cn3)sc2n1 | -7 | 0.9

entry | TEAD-YAP inh | FBW7 activator
1 | -9 | 0.2
2 | 11 | 0.1
3 | -4 | 0.3
4 | 10 | -0.1
5 | -1 | 0.7
6 | -23 | -0.1
7 | 16 | 0.1
8 | -4 | -0.1
9 | 8 | 1.1
10 | 6 | 0.2
11 | 13 | 0.0
12 | -24 | -0.1
13 | 0 | 0.1
14 | -1 | -0.1
15 | -8 | 0.0

Random excerpt: 6 entries already listed.
entry | Molecule | MITF primary | GPR151 ag
12 | CC(C)c1cc(C(=O)NCc2ccco2)no1 | 13 | -0.5
9 | Cc1ccc(-c2ccc(Nc3ncc4ccc(-c5cnn(C)c5)c(Cl)c4n3)cc2)cn1 | 15 | 1.2
8 | Cc1cc(C(=O)N2CCC(n3nccc3NC(=O)CCOc3ccccc3)CC2)no1 | -12 | -0.7
3 | CCOC(=O)C1CCCN(c2c(NCc3ccco3)c(=O)c2=O)C1 (centres undefined) | 21 | 0.2
14 | Cn1cc(Br)c(C(=O)NN2C(=O)C3C(C2=O)C2C=CC3C23CC3)n1 (centres undefined) | -11 | 0.0
13 | O=C(N1CCN(CCO)CC1)N1c2ccccc2CCc2ccccc21 | -9 | 1.8

entry | TEAD-YAP inh | FBW7 activator
12 | -24 | -0.1
9 | 8 | 1.1
8 | -4 | -0.1
3 | -4 | 0.3
14 | -1 | -0.1
13 | 0 | 0.1

The results go on:
entry | Molecule | MITF primary | GPR151 ag
16 | CC(C)Oc1ccc(C(=O)NCc2nc(-c3ccncc3)n[nH]2)cc1 | 2 | 1.2
17 | CCc1ccc2nc(N3CCC(C(=O)N4CCCC4)CC3)sc2c1 | 2 | 0.1
18 | COc1ccc(/C=N/N2C(=O)C3C4c5ccccc5C(c5ccccc54)C3C2=O)c(OC)c1 (centres undefined) | -3 | 3.8
19 | CCOC(=O)c1ccc(Nc2nc3ccccc3n3c(C)nnc23)cc1 | 3 | -0.2
20 | CC(=O)NC(C(=O)NC(Cc1ccccc1)C(N)=O)C(C)C (centres undefined) | 8 | 0.9
21 | COc1ccc(C(=O)CC(=O)c2ccc3ccccc3c2O)cc1OC | 0 | 0.7
22 | CC(Sc1nc(N)c2c3c(sc2n1)COC(C)(C)C3)C(=O)Nc1ccccc1 (centres undefined) | 18 | -2.3
23 | CC(=O)c1ccc(OCCCC(=O)NC2CCCc3ccccc32)cc1 (centres undefined) | 2 | -0.9
24 | CC(=O)N1/C(=C/c2ccncc2)C(=O)c2ccccc21 | 5 | -1.9
25 | O=S(=O)(Cc1ccc(Cl)cc1)NCc1ccccn1 | 21 | -0.1
26 | CCc1ccccc1NC(=O)c1cc(-c2ccc(Cl)cc2)nc2ccccc12 | -22 | -0.1
27 | CCCOc1ccc(C(=O)Nc2ccc3oc(-c4cccc(OC)c4)nc3c2)cc1 | -5 | -1.1
28 | Cc1nn(-c2ccccc2)c(C)c1CNC(=O)c1ccc2c(c1)OCO2 | 13 | 1.2
29 | CC(C)(C)C1CCC(OC(=O)CCC(=O)Nc2nccs2)CC1 (centres undefined) | 14 | -0.7
30 | Cc1cccc(Nc2ccc3nonc3c2[N+](=O)[O-])c1C | 3 | -0.4

entry | TEAD-YAP inh | FBW7 activator
16 | 6 | 0.1
17 | 48* | -0.2
18 | 8 | -0.1
19 | 3 | 0.3
20 | -1 | 2.0*
21 | 6 | 1.0
22 | 5 | 1.2
23 | 3 | 0.0
24 | -1 | 0.3
25 | 8 | 0.1
26 | -1 | -0.1
27 | -4 | 0.0
28 | 11 | 0.3
29 | 2 | 1.2
30 | 2 | 0.0

Other compounds follow.
entry | Molecule | MITF primary | GPR151 ag
31 | COC(=O)c1ccc(OCC(O)CN2CCN(c3ccccc3OC)CC2)cc1 (centres undefined) | -8 | 11*
32 | OCCCNc1cc(-c2ccncc2)nc(-c2ccncc2)n1 | 4 | -0.3
33 | OCCC1CN(Cc2cnc(-c3ccc(Cl)cc3)nc2)CCN1C1CCCCC1 (centres undefined) | 8 | -1.3
34 | CCc1ccc(C(=O)NCC2COc3ccccc3O2)o1 (centres undefined) | 17 | -0.1
35 | FC(F)(F)c1cccc(-n2cc(-c3ccccc3)c3c(NCc4ccccn4)ncnc32)c1 | 2 | 0.0
36 | CCC(CO)NC(=O)c1ccc(Cl)c(S(=O)(=O)N2CCCCCC2)c1 (centres undefined) | 10 | 1.8
37 | COc1ccccc1C1CC(c2c(C)nc3ccc(Cl)cc3c2-c2ccccc2)=NN1C(C)=O (centres undefined) | 1 | -0.4
38 | CC(Oc1ccccc1)C(=O)Nc1cccc(-c2ccn[nH]2)c1 (centres undefined) | 14 | 0.3
39 | COc1ccc(-c2ncc(C(=O)NCc3nc4ccccc4[nH]3)s2)cn1 | 3 | -1.6
40 | Cc1ccc(-c2nn(-c3ccccc3)cc2C=C2C(=O)NC(=O)NC2=O)cc1 | 23 | -0.8
41 | COc1cccc(C2Nc3ccc(C(=O)O)cc3C3C=CCC32)c1 (centres undefined) | 65* | 0.4
42 | CC(C)CN1C(=O)C(C)(C)COc2cc(NC(=O)NCCc3ccccc3)ccc21 | 7 | 0.7
43 | COc1ccc(CCNC(=O)c2ccc(-c3cccc(C(C)=O)c3)s2)cc1 | 13 | 0.8
44 | O=C(CCCCCN1C(=O)c2ccccc2C1=O)Nc1nc(C2CC2)cs1 | 4 | -0.3
45 | CN(CC(=O)NC1CCCC1)S(=O)(=O)c1ccc2c(c1)n(C)c(=O)c(=O)n2C | 2 | -1.2

entry | TEAD-YAP inh | FBW7 activator
31 | 20 | 0.1
32 | -9 | 0.0
33 | 6 | -0.1
34 | -17 | 0.2
35 | 2 | 0.2
36 | 5 | 0.1
37 | -1 | -0.1
38 | 8 | 0.4
39 | 1 | 0.0
40 | -10 | 0.8
41 | 6 | -1.7
42 | -5 | 0.1
43 | -12 | 0.3
44 | 2 | 0.0
45 | -2 | 0.3

Following part:
entry | Molecule | MITF primary | GPR151 ag
46 | N#Cc1ccc(-c2cnc3c(NCCCO)nccn23)cc1 | 3 | 0.6
47 | O=c1[nH]c(=O)n(-c2ccccc2)c(O)c1C=Nc1ccccc1[N+](=O)[O-] | -21 | 0.1
48 | NC(=O)c1ccsc1NC(=O)Cc1ccccc1Cl | -3 | -0.9
49 | CCOC(=O)C1=CN(Cc2ccc(OC)cc2)C=C(C(=O)OCC)C1c1cc(OC)c(OC)cc1OC | 10 | 1.4
50 | CCOc1ccccc1NC(=O)N1CCN(CCNC(=O)c2ccc3c(c2)OCO3)CC1 | 3 | 2.0
51 | O=C(NCC(c1ccco1)N1CCN(c2ccccc2)CC1)c1ccc2c(c1)OCO2 (centres undefined) | 7 | 0.8
52 | O=C(CCCOc1ccc(Cl)cc1)NCc1ccco1 | 12 | -1.4
53 | COC(=O)c1ccc(OCCN2C3=NCCN3c3ccccc32)cc1 | 8 | -1.7
54 | CCOC(=O)NC1(C(F)(F)F)C(=O)N(Cc2ccccc2)C2=C1C(=O)CC(C)(C)C2 (centres undefined) | 18 | -1.7
55 | COc1ccc(OC)c(-c2noc(N3CCN(c4cc(C)ccc4C)CC3)n2)c1 | 8 | 0.1
56 | Cc1cc(CNC(=O)c2cccc(OC3CCN(S(=O)(=O)N(C)C)CC3)c2)on1 | -25 | 2.0
57 | Cc1ccc(C(=O)Nc2cccc(C3C=C(c4ccc(F)cc4)Nc4nnnn43)c2)cc1 (centres undefined) | -2 | 0.4
58 | O=C1CN(C(=O)c2ccc(S(=O)(=O)N3CCOCC3)cc2)C(c2ccccc2)c2cc(Br)ccc2N1 (centres undefined) | 18 | -0.2
59 | O=C(Nc1ccon1)c1ccc(COc2ccc3c(c2)CCC3)o1 | 7 | -3.5
60 | COc1cccc(C2C(C(=O)Nc3cccc(C)n3)=C(C)NC3=C2C(=O)CC(C)(C)C3)c1OC (centres undefined) | 8 | 0.9

entry | TEAD-YAP inh | FBW7 activator
46 | 13 | 0.1
47 | -5 | 0.0
48 | 10 | 0.0
49 | -8 | 0.0
50 | 13 | 0.1
51 | 0 | 0.5
52 | 1 | 0.1
53 | 15 | 0.6
54 | 14 | 0.1
55 | 2 | -0.1
56 | -48 | -0.2
57 | -4 | 0.2
58 | 1 | 1.0
59 | -15 | 0.0
60 | 7 | 0.1

2 of these compounds in another layout:
Each structure is followed by: MITF primary, GPR151 ag, TEAD-YAP inh, FBW7 activator
52) O=C(CCCOc1ccc(Cl)cc1)NCc1ccco1
→ 12, -1.4, 1, 0.1
53) COC(=O)c1ccc(OCCN2C3=NCCN3c3ccccc32)cc1
→ 8, -1.7, 15, 0.6

Going on with the list.
entry | Molecule | MITF primary | GPR151 ag
61 | O=C(N/N=C/c1ccc(O[C@@H]2O[C@H](CO)[C@@H](O)[C@H](O)[C@H]2O)cc1)c1ccncc1 | 9 | -0.2
62 | CN(CC(=O)N1CCc2ccccc2C1)S(=O)(=O)c1ccc(Br)cc1 | 14 | -1.2
63 | NC(=O)c1cccc(CC(=O)c2ccc(Cl)cc2)c1 | 23 | -0.3
64 | COc1ccc(CSCC(=O)N/N=C(\C)c2ccc(Cl)cc2)cc1 | 6 | 0.4
65 | Nc1c(Cl)ncnc1N1CCN(c2ncnc(Cl)c2N)CC1 | -3 | 5.4*
66 | COc1cncc(-c2cc(Nc3ccc(OC)cc3OC)ncn2)c1 | -2 | 2.8
67 | CCOc1ccccc1N1C(=O)NC(=O)/C(=C/c2cccs2)C1=O | 14 | 0.3
68 | CCSCCOC(=O)C1=C(C)NC2=C(C(=O)C(C(=O)OC)C(C)C2)C1c1ccccc1Cl (centres undefined) | 3 | 0.2
69 | C/C(CC(=O)NC(C)(C)C)=N\NC(=O)C(=O)NC(C)(C)C | -4 | -0.2
70 | COc1ccc(OC)c(NC(=O)CN(C)S(=O)(=O)c2cccs2)c1 | -4 | -0.8
71 | O=C(NCc1cccc(Cl)c1)c1ccc2c(=O)n(CCc3ccccc3)c(=S)[nH]c2c1 | 2 | 1.7
72 | CS(=O)(=O)N(CC(=O)Nc1cc(Cl)cc(Cl)c1)c1ccc2c(c1)OCO2 | -11 | 1.0
73 | O=C1c2ccccc2C(=O)N1CC(O)Cn1c2ccc(Cl)cc2c2cc(Cl)ccc21 (centres undefined) | -4 | 0.3
74 | CCOC(=O)CSc1ncnc2c1cnn2-c1ccc(C)cc1C | -10 | -1.6
75 | O=C(O)/C(=C\c1ccccc1)NC(=O)c1ccc([N+](=O)[O-])cc1 | 7 | -1.3

entry | TEAD-YAP inh | FBW7 activator
61 | 5 | 0.1
62 | 4 | 0.4
63 | -23 | 0.1
64 | -3 | -0.1
65 | -3 | -0.1
66 | -1 | -0.2
67 | 4 | -0.2
68 | 12 | 0.6
69 | -12 | -0.3
70 | -11 | -0.1
71 | 1 | 0.2
72 | -5 | -0.1
73 | 4 | -0.1
74 | -4 | 0.1
75 | -14 | 0.3

Going on with the list:
entry | Molecule | MITF primary | GPR151 ag
76 | C[C@@H]1CC[C@H]2C(=O)N3[C@@H](CC[C@@H](C)[C@@H]3c3cccc(N4CCOCC4)c3)C(=O)N2[C@H]1c1cccc(Br)c1 | 0 | -0.4
77 | O=C(CN1C(=O)/C(=C2\SC(=S)NC2=O)c2ccccc21)Nc1ccc(Cl)cc1 | 14 | 0.0
78 | O=S(=O)(CCOc1ccccc1)N1CCN(c2ccccc2F)CC1 | 3 | -1.1
79 | CCOC(=O)c1c(NC(=O)c2ccc(C(C)(C)C)cc2)sc2c1CCCCC2 | 4 | -0.4

entry | TEAD-YAP inh | FBW7 activator
76 | . | -0.2
77 | 10 | 0.1
78 | 0 | 0.1
79 | -5 | 0.0
